RORg inh – ROR gamma (mouse) transcription inhibition; Drosophila S2 Gal4-RORgamma UAS-luciferase reporter, 20 h; P51450; hit rate 5.4% among 310,000; Potency, µM (series often up to 53.6 µM), without a hit: top-dose activity change, negative = inhibition, hits mostly inhibitors; AID 2551; further: on the % scale 0 is the no-effect control and ±100 the full control effect; nearly all actives have a fitted effect of over 60% in size
Target sequence (P51450 whole entry, looked up, the tested form may be a part): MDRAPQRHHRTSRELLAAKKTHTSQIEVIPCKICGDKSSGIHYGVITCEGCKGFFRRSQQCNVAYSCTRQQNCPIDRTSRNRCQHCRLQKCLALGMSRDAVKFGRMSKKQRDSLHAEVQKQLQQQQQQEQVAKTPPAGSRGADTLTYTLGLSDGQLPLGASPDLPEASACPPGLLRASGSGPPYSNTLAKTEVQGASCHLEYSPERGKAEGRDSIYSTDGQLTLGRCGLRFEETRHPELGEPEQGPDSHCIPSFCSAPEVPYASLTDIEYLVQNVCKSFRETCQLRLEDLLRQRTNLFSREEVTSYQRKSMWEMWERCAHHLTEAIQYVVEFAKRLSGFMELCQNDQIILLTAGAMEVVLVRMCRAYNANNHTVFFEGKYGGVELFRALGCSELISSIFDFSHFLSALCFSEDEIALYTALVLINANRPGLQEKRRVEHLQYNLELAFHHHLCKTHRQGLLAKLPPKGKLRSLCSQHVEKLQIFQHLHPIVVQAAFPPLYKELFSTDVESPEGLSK
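Luciferase reporter read in Schneider cells carrying Gal4-RORγ (mouse) and UAS-Photinus luciferase; cells given compound 1 h before 700 uM copper sulfate induction, then incubated 20 h at ambient temperature.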
MBNL1 CUG block – blocks human MBNL1 binding to CUG repeat RNA | Q9NR56 | Potency, µM (highest dose often 57.5 µM), without a hit: top-dose activity change, negative = inhibition, most hits filed as inhibitors | hit rate 0.036% among 280,000 | TR-FRET MBNL1-His/biotin-(CUG)12 binding, 665/545 ratio | AID 2675; active means well fitted inhibition curve with a large enough effect in the signal ratio, with a control signal flat, not every such curve was filed as active; inconclusive means small, poorly fitted or top-dose-only effect, or effect the other way, or a change in a side signal; inactive means no such curve, though single readings can be large or run the other way; the % refers to the signal ratio; further: on the % scale 0 is the no-effect control and ±100 the full control effect
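TR-FRET between His-tagged MBNL1 and biotin-(CUG)12 RNA, detected with Tb anti-His antibody (0.055 ng/ul) and streptavidin-XL665 (5 nM), 60 min at room temperature. Compounds titrated 92 nM to 58 uM; 665/545 nm ratio normalized to buffer and complex controls.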
p53 reactivation – re-activators of mutant p53. H1299 p53-A138V BP100-luciferase reporter, luminescence, 24 h. Potency, µM (highest dose often 92.2 µM), for inactives: at the highest dose activity change, positive = activation, actives largely listed as activators. hit rate 0.063% among 320,000. AID 504706; further: % of control where 0% means no effect; nearly all actives have a fitted effect of over 45% in size
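p53-null H1299 cells stably carrying temperature-sensitive p53-A138V and a BP100-luciferase reporter were pinned with compounds (4-point, 1:5 series) and held 24 hrs at 37 deg C. Luminescence was read 10 min after detection reagent.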
NPC1 prom act – NPC1 promoter activation; Huh7 NPC1 promoter luciferase reporter, 24 h; Potency, µM (highest dose often 9.22 µM), for inactives: at the highest dose activation, most hits filed as activators; hit rate 2.4% among 320,000; AID 485313;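 further: % of control where 0% means no effect; nearly all actives have a fitted effect of over 60% in size; reporter is driven by a mutant NPC1 promoter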
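Quantitative HTS used a cell-based reporter: Huh7 cells stably bearing the NPC1 promoter upstream of luciferase were treated with compounds for 24 h, and promoter activation was read as luminescence.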
BRCA1 expr up – activators of BRCA1 expression; MCF7-BRCA1-FFLuc reporter, luminescence, 48 h; response scale: scaled: vehicle 0%, 10 µM genistein 100%; Potency, µM (top dose mostly 46.1 µM), for inactives: at the top dose activation, actives largely listed as activators; hit rate 1.1% among 380,000; AID 624202; further: nearly all actives have a fitted effect of over 80% in size; some results filed as inactive show a strong effect at the top dose
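Activators of BRCA1 expression were detected as increased firefly luciferase luminescence in engineered MCF7 cells after 48 h compound incubation. Signals were scaled to genistein 10 microM as full activation.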
uPA surface inh – cell surface uPA generation inhibition | AID 540303 | hit rate 0.31% among 330,000 | cell surface uPA generation assay, qHTS | Potency, µM (doses to about 38.3 µM), inactives show top-dose activity change, negative = inhibition, most hits filed as inhibitors; active means well fitted inhibition curve with a large enough effect; inconclusive means small, poorly fitted or top-dose-only effect; inactive means no such curve, though single readings can be large or run the other way; tested in mouse RAW 264.7 cells; further: on the % scale 0 is the no-effect control and ±100 the full control effect; nearly all actives have a fitted effect of over 55% in size
Rab9 prom act – Rab9 promoter activation | Huh7 Rab9 promoter-luciferase reporter, luminescence, 24 h | Potency, µM (titrated, usually from 9.22 µM), without a hit: at the top dose activation, negative = inhibition, actives largely listed as activators | hit rate 2.8% among 320,000 | AID 485297; further: % of control where 0% means no effect; nearly all actives have a fitted effect of over 60% in size
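Measured in stably transfected Huh7 cells bearing a Rab9 promoter–luciferase construct: 24 h compound treatment at 37 °C, followed by luminescence detection.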
ELG1 genotox – genotoxicity induction in ELG1-luciferase HEK293T cells | HEK293T ELG1-luciferase reporter, luminescence, 16 h | Potency, µM (series often up to 46 µM), for inactives: top-dose activity change, positive = activation, hits mostly activators | hit rate 1.3% among 330,000 | AID 504466; further: % of control where 0% means no effect; nearly all actives have a fitted effect of over 60% in size
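After overnight (16 hr) compound treatment at 37 °C, ELG1-luciferase HEK293T cells were lysed with ONE-Glo; luminescence quantified 30 min later at room temperature.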
VP16 counter – Gal4-VP16 reporter inhibition counter-screen; AID 2546; Drosophila S2 Gal4-VP16 UAS-luciferase, luminescence, 20 h; hit rate 3.5% among 310,000; Potency, µM (top dose mostly 53.6 µM), inactives show at the top dose activity, negative = inhibition, actives largely listed as inhibitors;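 further: Gal4-VP16 expression switched on by copper sulfate through the metallothionein promoter; on the % scale 0 is the no-effect control and ±100 the full control effect; nearly all actives have a fitted effect of over 50% in size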
FLuc modulator – firefly luciferase modulation, counter-screen for miR-21 project; hit rate 6.9% among 360,000; Potency, µM (titrated, usually from 57.5 µM), for the others: at the top dose activity change, negative = inhibition, actives largely listed as inhibitors; purified FLuc, Km substrates, luminescence inhibition; AID 588342;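 further: plate controls were vehicle for no effect and reference inhibitor for full effect; nearly all actives have a fitted effect of over 55% in size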
Target sequence (P08659 whole entry, looked up): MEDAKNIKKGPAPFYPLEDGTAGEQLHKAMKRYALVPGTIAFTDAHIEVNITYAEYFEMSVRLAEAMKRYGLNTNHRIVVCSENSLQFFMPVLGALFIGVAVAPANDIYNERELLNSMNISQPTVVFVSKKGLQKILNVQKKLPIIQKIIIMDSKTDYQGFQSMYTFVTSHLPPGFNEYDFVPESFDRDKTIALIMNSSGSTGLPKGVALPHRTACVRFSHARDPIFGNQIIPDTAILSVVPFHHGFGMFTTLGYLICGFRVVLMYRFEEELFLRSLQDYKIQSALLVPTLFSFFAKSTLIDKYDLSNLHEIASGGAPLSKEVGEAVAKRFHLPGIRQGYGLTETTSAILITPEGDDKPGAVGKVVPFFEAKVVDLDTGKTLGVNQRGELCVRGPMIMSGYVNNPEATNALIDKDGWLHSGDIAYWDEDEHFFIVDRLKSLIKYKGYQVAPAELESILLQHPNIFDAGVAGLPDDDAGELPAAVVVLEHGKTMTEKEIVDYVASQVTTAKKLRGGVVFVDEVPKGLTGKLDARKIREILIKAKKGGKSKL
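Biochemical qHTS of compounds, final roughly 60 µM downward over six points, against 10 nM purified firefly luciferase using Km concentrations of substrates (10 uM D-luciferin, 10 uM ATP) in Tris acetate pH 7.5 buffer; luminescence output.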
Active calls of the source: *; ? = inconclusive; · = not tested or not shown; & = joins results of further samples; [ ] = another dose, or the depositor's remark. Unless noted, the call rests on the fitted dose curve; in most records, active means well fitted curve in the direction sought with a large enough effect; inconclusive means small, poorly fitted or top-dose-only effect, or another doubt; inactive means no such curve, though single readings can be large; an effect the other way counts as inactive or inconclusive. Potency means the concentration at half of the fitted maximal effect. Compounds as they come. About 13% of those tested had a hit in this group.

SMILES | RORg inh | MBNL1 CUG block | p53 reactivation | NPC1 prom act | BRCA1 expr up | uPA surface inh | Rab9 prom act | ELG1 genotox | VP16 counter | FLuc modulator
CSc1nsc(SCC(=O)Nc2ccc(NC(C)=O)cc2)n1 | -1% | -1% | 3% | 2% | 4% | -1% | -4% | 3% | 4% | -10%
O=C(Nc1ccc2c3c(cccc13)CC2)c1cccc([N+](=O)[O-])c1 | 30% | 38%[activator] | 9% | 0% | 2% | 2% | -8% | -4% | 2% | 0%
Oc1ccccc1Nc1ccccn1 | 0% | 6% | 8% | 15% | 22% | -4% | 2% | 7% | 17% | ?
COc1cccc(C(=O)Nn2cnnc2)c1 | ? | 5% | 0% | -2% | -12% | 3% | 2% | 3% | 0% | -18%
CC(OC(=O)COc1cccc2c1OC(C)(C)C2)C(=O)Nc1ccc(S(N)(=O)=O)cc1 (stereo not drawn) | · | · | 10% | -4% | 1% | 5% | -6% | 4% | · | 3%
CCCn1c(SCC(=O)N2CCCC2)nc2c1c(=O)n(C)c(=O)n2C | 30% | -22% | -4% | -6% | 4% | -3% | -4% | 10% | -8% | 1%
NS(=O)(=O)c1ccc(NC(=S)NC(=O)c2ccco2)cc1 | 24%&15% | 13% | 0%&7% | 0%&-1% | 5% | 0% | 18%&-1% | 2%&-1% | 21%&-10% | -1%&-8%
Cc1c(NC(=O)c2cc(-n3cnnc3)ccc2Cl)cccc1-c1nc2ccccc2s1 | ? | 26% | 5% | ? | 67% | · | 3.5µM* | 10% | ? | 0.6µM*
Cc1cc(Nc2ccc(Cl)cc2)nc(N2CCOCC2)n1 | 9% | 1% | -1% | 29% | 42% | 0% | 19% | 12% | 1% | -4%
Cc1ccc(/C=C/C(=O)O)cc1S(=O)(=O)Nc1ccccc1C(=O)O | 3% | -2% | 5% | -2% | 9% | 4% | -4% | -3% | 10% | ?
CCOC(=O)C(=NC(C)(C)C)NNc1cc(Cl)ccc1Cl | -9% | ? | 9% | 0% | 9% | 6% | 0% | 1% | 5% | 2%
O=C(Cc1ccccc1)N/N=C/c1cc(Br)cc(Cl)c1O | 0.56µM* | -2% | 6% | -7% | -89% | 0% | -42%[inhibitor] | ? | 1.3µM* | ?
O=C(c1cnc(Cl)c(Cl)c1)N1CCN(S(=O)(=O)c2ccc(F)cc2)CC1 | 16% | 5% | -5% | -3% | -8% | -2% | 4% | 0% | 8% | 1%
CCOC(=O)[C@H]1[C@H]2COc3ccccc3[C@@H]2N2C(=O)c3cc(C)ccc3NC(=O)[C@@]12C | · | · | -15% | -1% | 0% | -4% | -8% | 4% | · | 4%
N#CC1(NC(=O)CN2C(=O)NC(c3ccccc3)(c3ccccc3)C2=O)CCCC1 | · | · | -10% | 0% | -8% | -19% | 0% | 2% | · | ·
O=C(O)c1[nH]c2ccccc2c1CC(=O)N1CCOCC1 | 12% | -7% | 13% | 1% | 0% | 1% | -3% | 3% | -1% | 3%
COc1ccc(N)cc1-n1cnnn1 | 2% | 0% | -1% | 0% | -18% | -17% | -4% | 3% | -4% | -1%
Cc1cc2cc(C)c3nnc(SCC(=O)NCc4ccco4)n3c2cc1C | 35% | -7% | -7% | 2% | 0% | -14% | -1% | 3% | -13% | 5%
COc1ccc2oc(C(=O)OCC(=O)N(Cc3ccccc3)C(C)C)c(C)c2c1 | · | · | -3% | 8% | -24% | -8% | -2% | -4% | · | 2%
O=C(NCC1CCCO1)c1nc2c(nnn2Cc2ccc(F)cc2)c(=O)[nH]1 (stereo not drawn) | -13% | -5% | -20% | -5% | 2% | · | -5% | 0% | 14% | 2%
Cc1cc(=O)[nH]c(SCC(=O)N2CCCC2)n1 | · | · | 4% | · | -1% | 2% | · | -1% | · | ·
CCN1CCN(c2nc3c(C)cccn3c(=O)c2/C=C(\C#N)C(=O)NCCOC)CC1 | 3% | ? | -2% | 4% | -20% | -19% | -3% | 0% | 1% | 1%
CCN1CCN(CCNC(=O)c2cc(Cl)c(NC(=O)C3=C(C)OCCS3)cc2OC)CC1 | -17% | -2% | -5% | 0% | 0% | 8% | 1% | 5% | -5% | 0%
CCC(C)[C@H](NC(=O)C1(c2ccccc2)CCN(C(=O)OC(C)(C)C)CC1)C(=O)N[C@@H](C(=O)O)c1ccccc1 (stereo partly drawn) | 0% | -4% | 14% | -5% | -9% | 3% | 0% | 1% | -5% | 3%
CCSc1nnc(NC(=O)Cc2ccccc2OC)s1 | -7% | -10% | -3% | 2% | -19% | -3% | 9% | 10% | 0% | 4%
COc1ccc(NC(=O)CSc2n[nH]c(-c3ccncc3)n2)cc1Cl | · | · | 8% | · | -7% | 1% | · | 10% | · | ·
CN(CCC1CCOCC1)C(=O)CC1C(=O)NCCN1Cc1ccoc1 (stereo not drawn) | 5% | -12% | 1% | -3% | -15% | 0% | 13% | 0% | -6% | -1%
CCCOC(=O)c1ccc(S(N)(=O)=O)o1 | 26% | · | 1% | -1% | 10% | 3% | 2% | -1% | 1% | 4%
Cc1ccc(C2CC(c3cccs3)=NN2C(=O)CCl)cc1 (stereo not drawn) | 18µM* | 15% | -18% | -43%[inhibitor] | -98%[inhibitor] | 0% | -43%[inhibitor] | -8% | ? | -1%
Oc1c(/C=C/C=C/C=Nc2ccccc2)sc(=S)n1Cc1ccccc1 | 1% | -4% | 9% | 0% | 0% | -14% | -2% | -4% | -5% | ?
COc1ccc(CC(=O)Nc2ccc(-c3noc(-c4cc(OC)c(OC)c(OC)c4)n3)cc2)cc1 | ? | 3% | -2% | -6% | -14% | -4% | 4% | 4% | ? | 5%
COc1ccc(OC)c(-c2cnc(OC(C)(C)C)nc2OC(C)(C)C)c1 | ? | 23% | 14% | -29% | -29% | 2.2µM* | -21% | 3% | -17% | 5%
COCCn1c(SCC(=O)N2CCc3ccccc3C2)nc2cc(Cl)ccc2c1=O | 39% | · | 7% | 0% | -63% | 7% | 1% | -15% | 1% | 1%
Cn1c(=O)n(C)c2cc(NC(=O)c3ccccc3[N+](=O)[O-])c(Br)cc21 | 40% | ? | -1% | 0% | -39% | -5% | -3%[1.84 µM] | 1% | -2%[10 µM] | -2%
CCOC(=O)/C(O)=C(\C#N)c1nc2ccccc2[nH]1 | ? | 8% | 25% | -1% | -11% | 3% | 2% | 1% | -6% | ?
O=C(CSc1nccn1-c1ncc(C(F)(F)F)cc1Cl)c1ccc(Br)cc1 | 11µM* | 4% | ? | 3.5µM* | 11% | 4% | 1.6µM* | ? | ? | -18%
S=C(Nc1ccc(Cl)c(Cl)c1)N1CCOCC1 | -36% | · | -3% | -2% | -2% | 0% | 3% | -1% | 6% | 0%
CCOC(=O)c1cnc2nc(N3CCOCC3)nn2c1N | 38% | · | 8% | 3% | 31% | 1% | 22% | 6% | -21% | -7%
COc1ccc(CCNC(=O)Nc2cccc([N+](=O)[O-])c2)cc1 | 34% | ? | 11% | 3% | 3% | 0% | -7% | -7% | 22% | -16%
CN(CC(=O)Nc1ccc(C(N)=O)cc1)S(=O)(=O)c1ccc2c(c1)OCCO2 | · | · | -4% | · | -10% | 3% | · | -2% | · | ·
CCc1cc(=O)oc2c3c(cc(OCC(=O)NCc4cccnc4)c12)OC(C)(C)CC3 | -28% | 11% | 4% | 3% | -8% | 12% | -12% | -2% | ? | ?
CCN1CCN(C(=S)Nc2ccc(C(C)=O)cc2)CC1 | 10% | -2% | 0% | 0% | 2% | 1% | 0% | 1% | -9% | -19%
CCC(Sc1nc2ccccc2[nH]1)C(=O)Nc1cc(C)on1 (stereo not drawn) | -8% | -8% | -11% | -2% | 14% | 7% | 2% | -12% | -5% | 5%
Cc1nn(CC(=O)OCC(=O)NCCc2ccc(F)cc2)c(C)c1[N+](=O)[O-] | · | · | 2% | · | -7% | 15% | · | -1% | · | ·
COc1ccc(NC(=O)c2cccc(S(=O)(=O)N3CCOCC3)c2)cc1 | 24% | -6% | 14% | 2% | 41% | -2% | 16% | 2% | -5% | -11%
CCC(=O)N1CCN(CCN=CC2=C(O)CC(C)(C)CC2=O)CC1 | 13%[0.365 µM] | 5% | 8% | -2% | 3% | · | -2% | -4% | · | 4%
O=C(COC(=O)c1ccc(Br)o1)Nc1nc2ccccc2s1 | 0% | -1% | ? | 0% | 12% | 6% | 14% | 1% | -1% | -17%
CCOc1ccc(N2CC(C(=O)N3CCN(c4ccccn4)CC3)CC2=O)cc1 (stereo not drawn) | · | · | -6% | 0% | -6% | 2% | -1% | 2% | · | 0%
Cn1c(=O)n(CCC(=O)O)c2ccccc21 | -10% | 2% | 0% | -1% | -17% | 5% | -3% | 0% | -8% | 1%
CCc1cc(C(=O)OC)c(NC(=O)CC2SC(=NC)N(C)C2=O)s1 (stereo not drawn) | 20% | -1% | 6% | 0% | -28% | 2% | -4% | -3% | -2% | 0%
C=C(C)/C=N/NC(=S)Nc1ccc(S(=O)(=O)N2CCOCC2)cc1 | ? | 18% | 3% | 1% | 36% | 3% | -11% | -13% | ? | 0%
